Apoferritin bind: binds horse apoferritin like a general anesthetic; P02791; apoferritin/1-aminoanthracene competitive binding, fluorescence; Potency, µM (titrated, usually from 77.5 µM), without a hit: at the highest dose activity change, negative = displacement, usual class: inhibitors; 350,000 compounds, 0.074% hits; AID 485281; further: on the % scale 0 is the no-effect control and ±100 the full control effect; nearly all actives have a fitted effect of over 20% in size
Target sequence (P02791 2-175 limits assumed): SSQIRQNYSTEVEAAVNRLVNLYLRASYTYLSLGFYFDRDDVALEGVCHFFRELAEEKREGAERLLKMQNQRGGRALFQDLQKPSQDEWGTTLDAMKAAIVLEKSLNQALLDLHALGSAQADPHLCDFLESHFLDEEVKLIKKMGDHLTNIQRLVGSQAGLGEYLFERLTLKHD
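In PBS, apoferritin at 10 uM is loaded with 1-AMA from a 50% saturated solution. After 10 min of compound exposure at ambient temperature, reduced 535 nm fluorescence indicates probe displacement.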
POLI inh: DNA polymerase iota (human) inhibition; Potency, µM (series often up to 115 µM), inactives show at the top dose activity, negative = inhibition, most hits filed as inhibitors; 390,000 compounds, 1% hits; AID 588590; Pol iota fluorescent replication assay, 10 min
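Fluorescent replication assay read twice, at 0 min and 10 min after adding 50 nM (final) substrate. Enzyme (10 nM) and compounds were first incubated 15 min at room temperature; enzyme-free buffer wells were negative controls.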
G9a block: G9a (human) methyltransferase inhibition; Q96KQ7; G9a H3K9 monomethylation, AlphaScreen, 2 h; Potency, µM (doses to about 102 µM), without a hit: top-dose activity, negative = inhibition, hits mostly inhibitors; 350,000 compounds, 8.8% hits; further: on the % scale 0 is the no-effect control and ±100 the full control effect; nearly all actives have a fitted effect of over 75% in size
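Using a bead-based AlphaScreen, monomethylated H3K9 product from 2 h room-temperature reactions (G9a 20 nM, peptide 500 nM, SAM 20 uM) was detected with 0.5 ug/mL rabbit anti-H3K9me1 antibody.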
BAZ2B block: blocks human BAZ2B | Q9UIF8 | AlphaScreen BAZ2B-H3K14Ac peptide displacement | Potency, µM (highest dose often 114 µM), inactives show top-dose activity change, negative = inhibition, most hits filed as inhibitors | 360,000 compounds, 4.4% hits; further: on the % scale 0 is the no-effect control and ±100 the full control effect; nearly all actives have a fitted effect of over 60% in size
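Multi-concentration screen (max 110 uM) measuring displacement of acetylated histone H3 peptide from BAZ2B by AlphaScreen, using 50 nM protein, 50 nM peptide and 10 ug/mL streptavidin donor plus Ni-chelate acceptor beads.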
BLM helicase inh: Bloom syndrome helicase (human) inhibition; P54132; recombinant BLM DNA unwinding, fluorescence dequenching; Potency, µM (top dose mostly 56.1 µM), for inactives: at the top dose activity change, negative = inhibition, hits mostly inhibitors; 350,000 compounds, 0.2% hits;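 further: plate controls were vehicle for no effect and no enzyme for full effect; nearly all actives have a fitted effect of over 35% in size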
APE1 inh: blocks human APE1 abasic DNA cleavage | Potency, µM (titrated, usually from 65.8 µM), for inactives: at the highest dose activity change, negative = inhibition, most hits filed as inhibitors | recombinant APE1, TAMRA/BHQ-2 abasic DNA cleavage fluorescence | P27695 | AID 2517 | 350,000 compounds, 0.35% hits;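 further: plate controls were vehicle for no effect and reference inhibitor for full effect; nearly all actives have a fitted effect of over 55% in size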
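Kinetic fluorescence read (525 ex/598 em nm, three reads 60 s apart) of AP-site incision; signal = third minus first read. Enzyme 0.75 nM, dual-labelled THF duplex 50 nM, compound preincubation 15 min RT.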
Pol beta inh: DNA polymerase beta (human) inhibition | Potency, µM (titrated, usually from 114 µM), without a hit: at the top dose activity change, negative = inhibition, hits mostly inhibitors | 340,000 compounds, 1.3% hits | Pol beta primer extension/strand displacement, fluorescence kinetic | P06746 | AID 485314; further: on the % scale 0 is the no-effect control and ±100 the full control effect
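Preincubation: enzyme (10 nM) with compound, 15 min, RT. Reaction: substrate added to 50 nM final. Reads: 0 and 10 min. Analysis: normalized, Hill fit.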
POLK inh: blocks human DNA polymerase kappa activity; Q9UBT6; purified Pol kappa, fluorescent DNA synthesis assay, 10 min; Potency, µM (doses to about 107 µM), without a hit: top-dose activity, negative = inhibition, usual class: inhibitors; 400,000 compounds, 0.53% hits; AID 588579; further: on the % scale 0 is the no-effect control and ±100 the full control effect
Target sequence (Q9UBT6 whole entry, looked up): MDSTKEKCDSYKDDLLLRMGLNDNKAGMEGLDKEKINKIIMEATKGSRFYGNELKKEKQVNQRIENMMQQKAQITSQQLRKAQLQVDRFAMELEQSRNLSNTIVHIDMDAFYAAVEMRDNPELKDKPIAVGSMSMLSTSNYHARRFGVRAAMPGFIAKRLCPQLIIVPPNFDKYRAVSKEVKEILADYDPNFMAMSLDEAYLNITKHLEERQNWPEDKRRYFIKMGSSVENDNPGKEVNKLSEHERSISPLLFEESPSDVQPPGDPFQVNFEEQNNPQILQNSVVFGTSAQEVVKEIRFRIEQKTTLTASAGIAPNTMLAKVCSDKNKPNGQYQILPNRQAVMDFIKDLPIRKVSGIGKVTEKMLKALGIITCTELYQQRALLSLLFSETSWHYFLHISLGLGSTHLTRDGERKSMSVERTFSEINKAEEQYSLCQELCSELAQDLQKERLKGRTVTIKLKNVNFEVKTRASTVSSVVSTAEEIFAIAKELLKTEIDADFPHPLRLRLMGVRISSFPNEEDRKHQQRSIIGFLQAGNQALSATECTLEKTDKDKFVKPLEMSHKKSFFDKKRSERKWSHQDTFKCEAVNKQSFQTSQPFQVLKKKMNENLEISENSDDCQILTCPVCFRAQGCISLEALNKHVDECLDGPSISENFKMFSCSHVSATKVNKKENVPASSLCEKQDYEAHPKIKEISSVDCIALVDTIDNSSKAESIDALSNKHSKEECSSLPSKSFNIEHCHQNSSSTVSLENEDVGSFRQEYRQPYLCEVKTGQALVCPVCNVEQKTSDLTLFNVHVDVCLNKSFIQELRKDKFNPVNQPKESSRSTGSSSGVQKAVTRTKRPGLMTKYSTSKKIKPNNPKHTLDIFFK
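10 nM Pol kappa preincubated 15 min at room temperature with compounds, then reaction started with substrate at 50 nM final. Fluorescence read kinetically at 0 and 10 min; buffer-only wells served as negative control.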
POLH inh: blocks human DNA polymerase eta activity; 390,000 compounds, 1.2% hits; Potency, µM (highest dose often 114 µM), for inactives: at the top dose activity change, negative = inhibition, most hits filed as inhibitors; Q9Y253; recombinant Pol eta, fluorescent DNA replication assay; further: on the % scale 0 is the no-effect control and ±100 the full control effect
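Pol eta (10 nM) was preincubated with compounds for 15 min at room temperature, after which fluorescent replication substrate (50 nM final) was added to start the reaction. Fluorescence was read kinetically at 0 and 10 min.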
The depositor's hits bear a star; ? = inconclusive; . = not tested or not shown; [ ] = another dose, or the depositor's remark. The call rests on the fitted dose curve; in most records, active means well fitted curve in the direction sought with a large enough effect; inconclusive means small, poorly fitted or top-dose-only effect, or another doubt; inactive means no such curve, though single readings can be large; an effect the other way counts as inactive or inconclusive. Potency means the concentration at half of the fitted maximal effect. Some of the compounds tested, so the mix of outcomes need not match the whole.

Start of the listing, in advance:
Molecule	POLI inh	POLK inh	Pol beta inh	Apoferritin bind	G9a block	BLM helicase inh	APE1 inh	BAZ2B block	POLH inh
COc1ccc(CC(=O)Nc2ccc(-c3nnc(-c4ccccc4)o3)cc2)cc1OC	22%[58.9 µM]	-4%	?	9%	-24%[12.7 µM]	2%	-5%	11%	-10%
CO[C@@H]1[C@@H]2OP(=O)(O)OC[C@H]2O[C@H]1n1c(Sc2ccc(Cl)cc2)nc2c(N)ncnc21	.	-10%[60.1 µM]	.	-3%	21%[59 µM]	-2%	-4%	.	.
Nc1ccccc1CNc1nc(NCCO)nc2c1ncn2CCN1CCOCC1	17%	2%	23%	2%	1%[12.7 µM]	-1%	1%	-12%	-6%
O=S(=O)(Cc1ccccc1)N1CCCCC1	7%	2%	3%	-24%	?	-4%	1%	-11%	3%

The list itself, from the start:
Molecule	POLI inh	POLK inh	Pol beta inh	Apoferritin bind	G9a block	BLM helicase inh	APE1 inh	BAZ2B block	POLH inh
COc1ccc(CC(=O)Nc2ccc(-c3nnc(-c4ccccc4)o3)cc2)cc1OC	22%[58.9 µM]	-4%	?	9%	-24%[12.7 µM]	2%	-5%	11%	-10%
CO[C@@H]1[C@@H]2OP(=O)(O)OC[C@H]2O[C@H]1n1c(Sc2ccc(Cl)cc2)nc2c(N)ncnc21	.	-10%[60.1 µM]	.	-3%	21%[59 µM]	-2%	-4%	.	.
Nc1ccccc1CNc1nc(NCCO)nc2c1ncn2CCN1CCOCC1	17%	2%	23%	2%	1%[12.7 µM]	-1%	1%	-12%	-6%
O=S(=O)(Cc1ccccc1)N1CCCCC1	7%	2%	3%	-24%	?	-4%	1%	-11%	3%
COc1ccc2c(c1)OC[C@H]1[C@H]2N2C(=O)c3cc(Cl)ccc3NC(=O)[C@@]2(C)[C@H]1c1ccccc1	-9%	-6%	.	.	2%[2.33 µM]	.	26%	0%	-2%
COc1ccc(CN2C(=O)c3ccccc3C(/C=N\OCc3ccc(F)cc3)C2=O)cc1 (centres undefined)	-3%	1%	94%	-12%	24%[59 µM]	-13%	0%	-28%	-13%
COC(=O)Nc1ccc(S(=O)(=O)Nc2cc(C(F)(F)F)c[nH]c2=O)cc1	124%[activator]	0%	44%	0%	?	-4%	25%	-11%	-21%
COC(=O)Cn1ncn2cccc2c1=O	20%	0%	28%	-5%	8%	0%	1%	27%	-18%
COc1ccccc1-c1noc(CCC(=O)Nc2ccccc2Cl)n1	23%	-4%	-4%	4%	2.8µM*	-9%	-8%	38%[activator]	-11%
O=C(Nc1nc2cc3c(cc2s1)OCO3)C1CC1	-9%	-4%	27%	0%	.	-4%	9%	5%	-14%
O=C(CC1SCCNC1=O)Nc1cc(Cl)cc(Cl)c1 (centres undefined)	4%	-10%	3%	2%	9%[59 µM]	-3%	3%	-4%	-15%
CC(C)CC(=O)Nc1cccc(-c2cn3cccnc3n2)c1	26%	-3%[60.1 µM]	27%	99%[activator]	5%[59 µM]	3%	.	2%	6%
O=C(CSc1ccc(-c2cccnc2)nn1)N1CCCCCC1	53%[activator]	-6%	20%	-11%	-6%	-11%	0%	2%	-17%
COc1ccccc1NC(=O)CSc1nnc(Cn2cnc3ccccc32)o1	35%[activator]	-1%	22%	-10%	12%	0%	0%	-21%	8%
CCOC(=O)N1CCN(C(=O)c2ccc3ccccc3c2)CC1	103%[activator]	-11%	0%	-3%	.	-3%	5%	5%	-2%
O=C(NNC(=O)c1cc(Br)ccc1Cl)c1csc(N2CCOCC2)n1	19%	-5%	-27%	-11%	45%	-6%	25%	1%	-21%
FC(F)(F)c1ccccc1-c1ccc2ncnc(NCc3cccnc3)c2c1	.	1%[60.1 µM]	.	.	-45%[0.501 µM]	0%	-3%	.	.
Cc1cccc(OCC(=O)OCC(=O)N2CCCc3ccccc32)c1C	-18%	3%	.	.	13%[12.7 µM]	.	6%	29%	-26%
COc1cc(/C=N/NC(=O)CN2CCCCC2)ccc1OCc1ccc(Br)cc1	4%	-9%	-3%	-5%	21%[59 µM]	5%	15%	-36%	?
CCCn1c(NC(=O)c2ccc(F)cc2)nc2ccccc21	97%[activator]	-17%	-3%	-4%	15%	-1%	-8%	-18%	-23%
O=C(Cc1nc(=O)c2ccccc2s1)Nc1ccccc1	8%	-3%	27%	-15%	-7%	-3%	-4%	1%	-3%
CC1=C(C(=O)Nc2cc(C)ccn2)C(c2cnn(C)c2)C2=C(CC(c3ccccc3)CC2=O)N1 (centres undefined)	7%	-9%	-3%	74%[activator]	13%[59 µM]	-1%	-2%	-5%	-9%
Cc1onc(-c2c(F)cccc2Cl)c1C(=O)Nc1cccc(S(=O)(=O)NC2=NCCC2)c1	1%	-12%	.	.	-14%	.	23%	-7%	-10%
COCCn1c(SCC(=O)NC2CCCCC2C)nc2ccccc2c1=O (centres undefined)	94%[activator]	0%	4%	-1%	-8%[59 µM]	1%	15%[12.4 µM]	-2%	-16%
CCOC(=O)c1[nH]cnc1C(=O)NC1CCCCC1	9%	7%	0%	-6%	?	1%	3%	50µM*	-8%
Cc1c2cnn(-c3ccccc3)c(=O)c2c(C)n1CC(=O)NCc1ccc(Cl)cc1	24%	-2%	-1%	-3%	5%[59 µM]	-6%	.	3%	-17%
COc1cc(/C=N/NC(=O)c2nnn(-c3nonc3N)c2-c2cccs2)ccc1O	3%	-13%	9%	-15%	53%[activator]	-4%	22%	-21%	-15%
Cc1cn(S(=O)(=O)c2ccc(Br)c3ccccc23)cn1	.	.	-25%	4%	?	0%	-3%	3%	.
CCOC(=O)/C(C#N)=C1/C(=O)N(Cc2ccccc2)c2ccccc21	-19%	0%	1%	-18%	25µM*	-9%	-5%	25µM*	-19%
C#CCOCCOCCOCCNc1nc(N2CCN(C(=O)Cn3cc(CCCCN)nn3)CC2)nc(N2CCN(C(=O)Cn3cc(CC(C)O)nn3)CC2)n1 (centres undefined)	22%	5%	-23%	1%	50µM*	25%	-3%	?	6%
Cn1c(=O)c2c(nc(NNC(=O)C(F)(F)F)n2C)n(C)c1=O	55%[activator]	-11%	-2%	-1%	6.3µM*	-4%	-4%	?	-20%
Cc1csc(NC(=O)CCC(=O)N(CC(=O)NC2CCCCC2)c2ccccc2)n1	20%	-3%	6%	-12%	20%[59 µM]	0%	30%[12.4 µM]	-19%	-6%
CNC[C@@H]1Oc2ccc(NC(=O)Nc3c(C)noc3C)cc2CC(=O)N([C@H](C)CO)C[C@H]1C	12%	-8%	.	.	.	.	2%	.	-6%
N#Cc1c(-c2ccccc2)cc(-c2ccccc2)nc1SCC(O)CS(=O)(=O)Cc1ccccc1 (centres undefined)	-29%	-6%	26%	-3%	4.5µM*	-9%	.	-14%	-15%
COc1ccc(Cl)cc1NC(=O)c1nn(C)c2c1CS(=O)(=O)c1ccccc1-2	26%	-9%	?	-9%	-10%[59 µM]	1%	.	-13%	-12%
O=C1C2C3CCC(C3)C2C(=O)N1Cc1ccco1 (centres undefined)	18%	-11%	15%	?	-3%[59 µM]	-3%	-1%	-16%	-9%
COCCCN=Cc1c(C)[nH]n(-c2ccc(Br)c(C)c2)c1=O	6%	-7%	26%	-4%	22%[59 µM]	-3%	13%	2%	-28%
O=C(CP(=O)(c1ccccc1)c1ccccc1)Nc1cccc(CP(=O)(c2ccccc2)c2ccccc2)c1	96%[activator]	-3%	3%	3%	-10%	-3%	1%	-10%	1%
CCOC(=O)C1CCN(C(=O)CSc2nc3ncccc3[nH]2)CC1	7%	-19%	-5%	3%	?	1%	20%	2%	-18%
CCOC(=O)c1ccccc1NC(=O)CN1C(=O)NC(C)(CCc2ccccc2)C1=O (centres undefined)	3%	-13%	.	.	-11%[2.33 µM]	.	-5%	-7%	-8%
CSCC[C@H](NC(=O)c1ccc(Cl)c([N+](=O)[O-])c1)c1nc2ccccc2[nH]1	9%	-4%	9%	-10%	?	1%	-3%	?	-9%
CC(=O)N1CCC(=NNc2ccnc3cc(Cl)ccc23)CC1	5%	-1%	1%	-7%	28µM*	3%	-6%	?	-23%
N#C/C(=C\c1ccc(C#N)cc1)C(=O)N1CCCC1	.	.	6%	-1%	-34%	-3%	-7%	-4%	.
COc1ccc(N2CCN(C(=O)CCNS(=O)(=O)c3ccc(C)cc3)CC2)cc1	14%	-1%	0%	-11%	50µM*	-1%	-14%	-33%	-13%
O=C(N/N=C/c1c(O)ccc2ccccc12)c1cccc(C(F)(F)F)c1	132%[activator]	-17%	-19%	-14%	-9%[59 µM]	-9%	0%	-6%	2%
CCCOc1ccc(-c2nn(-c3ccccc3)cc2/C=C2\SC(N)=NC2=O)cc1	50%[activator]	1%	42%	6%	5%[59 µM]	0%	13%	4%	6%
COc1ccc(-c2nc(CS(=O)CC(=O)NC3CCCCC3C)c(C)o2)cc1 (centres undefined)	23%	2%	8%	-22%	-4%	-1%	-7%	-1%	-20%
O=C(CCC(=O)N1CCSc2ccccc21)Nc1cccc(F)c1	-26%	-3%	-6%	?	33%	-2%	63%[activator]	-21%	-15%
Cc1ccc(Nc2nc(N)c3ccccc3n2)cc1C	-22%	-5%	-10%	?	-7%[59 µM]	-5%	48%[activator]	?	-15%
O=C(OCc1cccc(F)c1)c1cc2ccccc2cc1O	4%	-6%	-2%	-22%	16%[0.501 µM]	-8%	34%	126%[activator]	-24%
COc1cc(-n2cnnn2)ccc1S(=O)(=O)N1CCOCC1	4%	-6%	41%	-9%	-11%[59 µM]	3%	18%	3%	3%

Screens as filed in PubChem.
